Lipid storage S3: qHTS Assay for Lipid Storage Modulators in Drosophila S3 Cells. Drosophila S3 cells, BODIPY lipid droplet fluorescence, 18-24 h; cells fed with added oleic acid. Potency in µM for hits, for the others lipid storage change, negative = inhibition, % at the top dose, mostly 46.1 µM. 320,000 tested, 0.64% active; active = well fitted inhibition curve with a large enough effect in the signal ratio, with a control signal flat, not every such curve was filed as active; inconclusive = small, poorly fitted or top-dose-only effect, or effect the other way, or a change in a side signal; the % refers to the signal ratio
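Laser-scanning cytometry quantifies lipid droplet accumulation (500–530 nm total intensity; droplet/cell object ratio) in oleic acid-fed (400 uM added) Drosophila S3 cells treated with a concentration series. 20 uM Triacsin C defined 100% inhibition.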
Lipid storage S3 cell count max: second read-out of Lipid storage S3, no call of its own (marks repeat the call); cell number change, %; measured here: cell count max response;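 cells counted by Cell Tracker Red CMTPX staining in the red channel; peak over a dose series mostly up to 46.1 µM; percent activity relative to internal control wells on each plate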
Starred values were filed as active, the others as inactive; i = inactive; ? = inconclusive; . = not tested or not shown. % is scaled to controls: 0 for no effect and ±100 for the full control effect; potency is read from the fitted curve at half-maximal effect.

Order of results – Lipid storage S3	Lipid storage S3 cell count max
O=C(NCc1cccs1)c1ccc2c(c1)ncn2C1CCCC1
→ i	-2
COc1ccc2[nH]c(C(=O)N3CCN(c4ccccc4F)CC3)c(C)c2c1
→ 3%	-5
C=CCn1c(SCC(=O)Nc2cccnc2Cl)nnc1-c1ccc(Cl)cc1
→ 5%	1
COc1ccc(CCNC(=O)c2n[nH]c(=O)c3ccccc23)cc1
→ ?	.
COc1cc(NS(=O)(=O)c2c(C)oc3c(F)c(F)c(F)c(F)c23)cc(OC)c1OC
→ ?	.
NS(=O)(=O)c1cccc(NC(=O)COC(=O)Cc2n[nH]c(=O)c3ccccc23)c1
→ 15%	14
CC(=O)Oc1ccc(C(=O)OCC(=O)c2c(N)n(C)c(=O)n(C)c2=O)cc1OC(C)=O
→ -21%	-14
CN(CC(=O)N1CCN(c2ccccn2)CC1)S(=O)(=O)c1ccccc1
→ 21%	19
CN(C)C(=O)CSc1ccc(S(=O)(=O)N2CCCC2)cn1
→ ?	.
O=C(CN1C(=O)C2CCCCN2C(=O)c2ccccc21)Nc1ccc(F)cc1 (centres undefined)
→ ?	.
CCOc1ncccc1C(=O)Nc1ccc(C)cn1
→ ?	.
CC(=O)Nc1ccc(C(=O)OCC(=O)NC(=O)NC(C)(C)C)cc1
→ ?	.
O=C(CS(=O)CC(=O)N(CC(=O)NC1CCCC1)c1ccccc1F)Nc1ccc(F)cc1 (centres undefined)
→ ?	.
CN(C)NC(=O)c1ccsc1NC(=O)c1ccc(S(=O)(=O)N(C)C)cc1
→ 5%	2
Cc1ccc(/C=C/S(=O)(=O)NCC(=O)OCC(=O)N2CC(=O)Nc3ccccc32)cc1
→ -13%	5
O=C1CC(C(=O)N2CCC(N3CCC(C(=O)NC4CC4)CC3)CC2)c2ccccc21 (centres undefined)
→ 17%	14
CCC1(c2ccccc2)NC(=O)N(C)C1=O (centres undefined)
→ ?	.
OC(CNc1nc(-c2cccnc2)nc2ccccc12)c1ccccc1 (centres undefined)
→ ?	.
CC(NC(=O)CNC(=O)C1CCCCC1)c1ccc(S(N)(=O)=O)cc1 (centres undefined)
→ i	-25
COc1ccc(OC)c2[nH]c(=O)c(CCNC(=O)c3ccc(S(=O)(=O)N4CCCCC4)cc3)cc12
→ ?	.
Cc1cc(OC(C)C(=O)NCC2CCC(C(=O)O)CC2)c2c(C)c(Cc3ccccc3)c(=O)oc2c1 (centres undefined)
→ ?	.
CCCCOc1nc(N)nc(-c2ccccc2)n1
→ ?	.
COc1ccc(NC(=O)Cn2nnc(C(=O)NCc3ccc4c(c3)OCO4)c2N)c(OC)c1
→ i	-7
COc1ccc(CC(=O)Nc2nncs2)cc1OC
→ ?	.
CCc1c(C)nc(SCC(=O)N2CCCCC2)[nH]c1=O
→ ?	.
O=C(c1cccc(-c2nnc(-c3ccccc3)o2)c1)N1CCCCCC1
→ ?	.
N#Cc1cccc(NC(=O)CCC2CCCC2)c1
→ ?	.
CC(C)C[C@H](NC(=O)N1CCn2c1nc1ccccc12)C(=O)N[C@H](Cc1ccccc1)C(=O)O
→ ?	.
CCC1Oc2ccccc2N(CC(=O)NCCN2CCc3ccccc3C2)C1=O (centres undefined)
→ ?	.
CC(=O)c1nc(N2C(=O)CC(Cc3ccccc3)C2=O)sc1C (centres undefined)
→ ?	.
C/C=C(\C)C(=O)N1CCC(C(=O)c2ccccc2)CC1
→ 7%	12
CCOCCCNC(=S)NCCc1ccccc1
→ i	3
COc1ccc(SC[C@H](C)CN2CC[C@H](C)CCC2=O)cc1
→ i	5
COC(=O)c1cccnc1N1CCN(c2ccccc2F)CC1
→ ?	.
NC1=C(O)C(=O)C(c2ccccc2)O1 (centres undefined)
→ ?	.
O=C(NCc1ccccc1)N1CCCC1
→ 21%	3
CCO/N=C(\C)c1c(O)c2ccccc2n(C)c1=O
→ ?	.
CN(Cc1ccccc1)c1nc2c(c(=O)n(C)c(=O)n2C)n1CCSc1ncccn1
→ ?	.
Cc1onc(-c2ccccc2)c1C(=O)N(Cc1ccccn1)Cc1ccccn1
→ -10%	-4
COc1cccc(/C=N/NC(=O)c2ccc(-n3cnnn3)cc2)c1
→ ?	.
Cc1nn(C)c(C)c1S(=O)(=O)N1CCCC(C(=O)N2CCN(c3ccc(Cl)cc3)CC2)C1 (centres undefined)
→ ?	.
CCc1nnc(NS(=O)(=O)c2ccc(NS(=O)(=O)c3ccccc3)cc2)s1
→ ?	.
CC(C)(C)C(=O)Nc1ccccc1-c1nc2ccccc2[nH]c1=O
→ ?	.
COCCN(C(=O)CSc1nn(-c2ccc(F)cc2)c(=S)s1)c1c(N)n(CC(C)C)c(=O)[nH]c1=O
→ 22%	.
COc1ccc(/C=C2\Oc3cc(OCC(=O)N4CCC(C(=O)O)CC4)ccc3C2=O)c(OC)c1
→ ?	.
COC(=O)C1NN=C(C(=O)c2ccc(Cl)cc2)C1c1ccc(OC)cc1 (centres undefined)
→ ?	.
O=C(Cc1ccc(Cl)cc1Cl)OCC(=O)N1CCCCC1
→ ?	.
Nc1cc(=O)[nH]c(SCc2csc(-c3ccccc3)n2)n1
→ ?	.
Cc1cc(C)nc(N/N=C/c2c(C)oc3ccccc23)n1
→ ?	.
CCCC(=O)Nc1ccc2c(c1)nc(CN1CCN(C(=O)OCC)CC1)n2C
→ 8%	.
O=C(NCC(=O)N1CCCCCC1)c1ccc(Cl)cc1
→ ?	.
Cc1ccc(-c2cccc(C3CC=CC4C3C(=O)N(Cc3ccccc3)C4c3ccc4ccccc4c3)c2)cc1 (centres undefined)
→ 6%	.
C/C(=N/NC(=O)c1sc(NS(=O)(=O)c2ccccc2)nc1C)c1sc(N)nc1C
→ ?	.
Cn1cccc1/C=N/N1CCN(Cc2cccc3ccccc23)CC1
→ ?	.
Cc1cc(NC(=O)C23CC4CC(CC(C4)C2)C3)n[nH]1
→ i	.
COc1ccc(S(=O)(=O)N2CCOC2CNC(=O)C(=O)NCc2ccccn2)cc1C (centres undefined)
→ -1%	-12
COC(=O)[C@H](Cc1ccccc1)NC(=O)NCCc1ccc(OC)cc1
→ ?	.
O=C(COc1ccc(S(=O)(=O)NC2CCCCC2)cc1)Nc1ccc2c(c1)OCCO2
→ ?	.
CCOC(=O)N1CCN(C(=O)c2ccc3c(=O)n(-c4ccc(F)cc4)c(=S)[nH]c3c2)CC1
→ ?	.
CCOC(=O)c1[nH]c(C)c(C(=O)OC(C)C(=O)Nc2ncc(Cl)cc2Cl)c1C (centres undefined)
→ ?	.

Fetched by compound from the entries so far (three):
Order of results – Lipid storage S3	Lipid storage S3 cell count max
COc1ccc(CCNC(=O)c2n[nH]c(=O)c3ccccc23)cc1
→ ?	.
Cc1cc(NC(=O)C23CC4CC(CC(C4)C2)C3)n[nH]1
→ i	.
NS(=O)(=O)c1cccc(NC(=O)COC(=O)Cc2n[nH]c(=O)c3ccccc23)c1
→ 15%	14

Continuation:
Order of results – Lipid storage S3	Lipid storage S3 cell count max
COc1ccc(CCN(C)C(=O)COc2ccc(C(=O)c3ccccc3)cc2)cc1OC
→ ?	.
COc1cccc(C(=O)COC(=O)c2n[nH]c(=O)c3ccccc23)c1
→ ?	.
CCCc1cc(C(=O)Nc2sc(C)c(C)c2C(=O)OCC)no1
→ i	.
COc1ccc(COCC(O)CN2CCc3ccccc3C2)cc1OC (centres undefined)
→ -3%	17
COc1ccc(C(C(=O)NCC2CCCO2)N(Cc2ccc(F)cc2)C(=O)CNC(=O)c2ccco2)cc1OC (centres undefined)
→ ?	.
CC(C)C(CC(=O)N1CCCCC1)C1CCOC(C)(C)C1 (centres undefined)
→ -7%	-17
COc1cc(/C=N/Nc2nc3ccccc3s2)ccc1OC(=O)c1ccccc1F
→ -5%	3
O=C(OCC(=O)N(CCc1ccccc1)Cc1ccccc1)c1ccccc1NCCO
→ -25%	.
CC(=O)Nc1ccc(Nc2nc(-c3sc(C)nc3C)cs2)cc1
→ ?	.
O=C(O)CCCC(=O)N1CCc2cc(S(=O)(=O)NCc3ccc(F)cc3)ccc21
→ 2%	14
O=C(Nc1ccc(Br)cc1)C1OCCc2ccccc21 (centres undefined)
→ 18%	0
O=C(CN1CSCC1=O)N1CCN(S(=O)(=O)c2cc(C(F)(F)F)ccc2Cl)CC1
→ 6%	-2
Cn1c(NC(=O)c2ccccc2)c(-c2ccccn2)c(=O)c2ccccc21
→ 0%	12
Cc1ccc(S(=O)(=O)N2CCCCC2)cc1NC(=O)COC(=O)Cc1cccc(C(F)(F)F)c1
→ ?	.
Cc1ccccc1C1CC(c2ccccc2)Nc2ncnn21 (centres undefined)
→ ?	.
CS(=O)(=O)c1ccc2sc(NC(=O)c3cc4ccccc4o3)nc2c1
→ -10%	-15
OC1CCCCC1
→ 3%	-16
Cc1cnc(C(=O)Nc2cccc(-c3nnc4n3CCCCC4)c2)cn1
→ 3%	3
COc1ccc(C(=O)Nc2ccc(C3(C#N)CCCC3)cc2)cc1
→ ?	.
C=CCOc1cccc(CNCCCN2CCOCC2)c1
→ 2%	18
O=C(COC(=O)c1ccccc1C(=O)c1ccccc1)NCCc1ccc(Cl)cc1Cl
→ ?	.
Cc1cc(Cl)c(S(=O)(=O)Nc2ccc3c(c2)OCCO3)cc1OCC(=O)NC1CCCCC1
→ ?	.
N#Cc1ccc(-c2nc3ccccc3nc2-c2ccccc2)cc1C#N
→ 12%	-3
CC(Sc1nc(N)c2c3c(sc2n1)CSC(C)(C)C3)C(=O)Nc1ccccc1 (centres undefined)
→ ?	.
O=C(NCCc1ccccc1)C1(S(=O)(=O)c2ccc(Cl)cc2)CC1
→ ?	.
COc1cccc(/C(C)=N/NS(=O)(=O)c2ccc(Cl)cc2)c1
→ -4%	3
COc1cccc(C(=O)Nc2ccc(NC(=O)C3CC=CCC3C(=O)O)cc2)c1 (centres undefined)
→ 0%	-18
Cc1ccc(/C(N)=N/OC(=O)COc2ccccc2Cl)cc1
→ ?	.
Cc1nn(-c2ccccc2)c(N)c1N=Nc1cccc(S(=O)(=O)N2CCOCC2)c1
→ ?	.
CC(=O)Nc1ccc(/C(C)=N/NS(=O)(=O)c2ccccc2)cc1
→ ?	.

Reprinted from the part before: six compounds, followed by the next part.
Order of results – Lipid storage S3	Lipid storage S3 cell count max
O=C(NCCc1ccccc1)C1(S(=O)(=O)c2ccc(Cl)cc2)CC1
→ ?	.
COc1cccc(/C(C)=N/NS(=O)(=O)c2ccc(Cl)cc2)c1
→ -4%	3
COc1cccc(C(=O)Nc2ccc(NC(=O)C3CC=CCC3C(=O)O)cc2)c1 (centres undefined)
→ 0%	-18
Cc1ccc(/C(N)=N/OC(=O)COc2ccccc2Cl)cc1
→ ?	.
Cc1nn(-c2ccccc2)c(N)c1N=Nc1cccc(S(=O)(=O)N2CCOCC2)c1
→ ?	.
CC(=O)Nc1ccc(/C(C)=N/NS(=O)(=O)c2ccccc2)cc1
→ ?	.
CN1CCCN(C(=O)c2ccc(Br)s2)CC1
→ ?	.
O=C(NCC1CCN(Cc2ccccc2Cl)CC1)Nc1ccccc1F
→ ?	.
COC(=O)C(CC(C)C)NC(=O)CNC(=O)c1ccccc1C (centres undefined)
→ ?	.
CN(C)S(=O)(=O)c1ccc(S(=O)(=O)NC2CCOC(C)(C)C2)cc1 (centres undefined)
→ 4%	4
CC1Nc2ncnc(N3CCN(c4ccccc4)CC3)c2N(Cc2ccc(Br)cc2)C1=O (centres undefined)
→ ?	.
COc1ccc2c(c1)c(C(=O)N/N=C/c1cccc(O)c1)c(C)n2C
→ -1%	-12
O=C1ON=C(c2ccccc2)/C1=C/c1cccnc1
→ -25%	4
CC(=O)Nc1ccc(C)cc1
→ ?	.
CC(C)(C)C(=O)O/N=C(\N)c1ccc(-c2csnn2)cc1
→ ?	.
CC(C)c1ccccc1NC(=O)COC(=O)c1ccc(Cl)c(S(=O)(=O)N2CCCCCC2)c1
→ ?	.
CC(SCC(=O)Nc1ccccc1)c1nc2ccccc2c(=O)[nH]1 (centres undefined)
→ ?	.
Nc1ccc(Br)cc1C(NCC(=O)O)c1ccccc1 (centres undefined)
→ -14%	18
O=C(NC1CCS(=O)(=O)C1)c1cccc(S(=O)(=O)N2CCOCC2)c1 (centres undefined)
→ ?	.
Cc1nc2nc(C)c(NS(=O)(=O)c3ccc(Cl)s3)c(=O)n2[nH]1
→ ?	.
O=C(COC(=O)C1CCC(=O)N1)Nc1ccc(Oc2ccccc2)cc1 (centres undefined)
→ ?	.
CC(C)=C(C#N)c1nc2ccccc2s1
→ ?	.
C=CCNc1nc(NCc2ccccc2)c(C#N)c2c1CN(C)CC2
→ 17%	-10
Cc1cnc(C(=O)NCC(=O)Nc2ccccc2Br)cn1
→ ?	.
Cc1ccccc1CN1C2=NCCCN2c2ccccc21
→ i	.
Nc1nnc(CCOc2ccccc2Cl)s1
→ ?	.
CC1(C)CC(=O)/C(=C(\O)c2ccccc2)C(=NCCc2ccccc2)C1
→ ?	.
COc1ccc(NC(=O)CSc2c(C)nn(-c3nnc(C)c(=O)[nH]3)c2C)cc1
→ ?	.
CC(=O)NCCC(=O)Nc1ncc(S(=O)(=O)c2ccc([N+](=O)[O-])cc2)s1
→ 17%	19
C=CCNC(=O)/C=C/c1ccc(C(C)C)cc1
→ ?	.
CCN(c1ccccc1)S(=O)(=O)c1ccc(F)cc1C
→ ?	.

Screening data deposited in PubChem BioAssay by National Center for Advancing Translational Sciences (NCATS).

This is a subset; count on the stated rates, not on these rows.
